# Screening results: PubChem, several laboratories
# MrgX1 PAM: positive allosteric modulators of MrgX1, primary screen, HEK293 cells, Fluo-4 calcium flux | AID 588675, 2011 | Mas-related G-protein coupled receptor member X1 (Homo sapiens), Q96LB2 | B-score at 10 µM | FDSS; stronger effect = higher value | 310,000 compounds, 0.63% hits;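 active = plate-corrected calcium response at least 3 library SD above typical, normal starting fluorescence, not activating the receptor alone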;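 note: compound read alongside a low EC10 to EC30 dose of BAM8-22 agonist; peak minus trough fluorescence over baseline measured at the second addition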
# TRPC4 potent: positive allosteric modulators of TRPC4, primary screen, cell-based, mouse TRPC4beta, HEK293 mu-opioid, Fluo-4 calcium; 310,000 compounds, 0.42% hits; Short transient receptor potential channel 4 (Mus musculus), Q9QUQ5; DAMGO EC20, Fluo-4 Ca2+ flux; stronger effect = higher value; AID 2227, 2009; B-score at 10 µM;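 active = B-score of calcium response area above 5 SD of library B-scores, with initial fluorescence ratio within 5 SD of library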;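 note: B-score of integrated fluorescence ratio over time as area under calcium response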
# Target sequence (Q9QUQ5 whole entry, looked up): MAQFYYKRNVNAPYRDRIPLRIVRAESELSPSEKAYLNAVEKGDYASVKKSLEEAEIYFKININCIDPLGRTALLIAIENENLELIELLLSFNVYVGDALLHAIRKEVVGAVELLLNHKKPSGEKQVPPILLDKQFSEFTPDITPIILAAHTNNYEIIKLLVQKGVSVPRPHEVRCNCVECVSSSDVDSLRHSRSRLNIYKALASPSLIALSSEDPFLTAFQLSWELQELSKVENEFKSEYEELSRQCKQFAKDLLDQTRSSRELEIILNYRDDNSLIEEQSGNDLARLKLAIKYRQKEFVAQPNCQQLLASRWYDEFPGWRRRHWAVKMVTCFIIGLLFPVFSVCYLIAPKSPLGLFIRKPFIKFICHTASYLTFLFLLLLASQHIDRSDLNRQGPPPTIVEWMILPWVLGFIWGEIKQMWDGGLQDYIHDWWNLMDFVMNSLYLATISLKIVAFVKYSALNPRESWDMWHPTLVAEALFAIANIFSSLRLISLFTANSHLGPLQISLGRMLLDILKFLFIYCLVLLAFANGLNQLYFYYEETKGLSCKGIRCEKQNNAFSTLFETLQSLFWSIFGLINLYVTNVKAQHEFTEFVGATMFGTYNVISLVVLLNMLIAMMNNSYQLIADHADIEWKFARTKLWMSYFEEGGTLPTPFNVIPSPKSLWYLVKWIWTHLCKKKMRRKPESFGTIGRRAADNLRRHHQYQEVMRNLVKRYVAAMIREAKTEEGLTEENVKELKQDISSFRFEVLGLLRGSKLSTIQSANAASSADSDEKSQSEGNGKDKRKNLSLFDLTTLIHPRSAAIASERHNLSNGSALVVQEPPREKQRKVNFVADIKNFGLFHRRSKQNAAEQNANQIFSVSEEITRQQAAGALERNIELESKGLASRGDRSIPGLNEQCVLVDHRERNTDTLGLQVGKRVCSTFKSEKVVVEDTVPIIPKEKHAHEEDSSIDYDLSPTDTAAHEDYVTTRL
# PolyA inh: polyadenylation inhibitors in yeast reporter cells, primary screen, luminescence, S. cerevisiae | S. cerevisiae SKY197-pL101 polyadenylation reporter, beta-gal luminescence; efflux-impaired pdr1/pdr3 knockout yeast; score 100 = 6 SD above DMSO | AID 1875, 2009 | calls only at 12 µM | 300,000 compounds, 0.02% hits;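 active = lowest replicate activity score at least 50, where 100 means six control SD above control mean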;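 note: yeast exposed to compound for 9 h at 30 °C; higher score means more reporter readthrough which indicates perturbed polyadenylation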
# TRPC4 inh: inhibitors of mouse TRPC4 channel, primary screen, Fluo4 calcium, HEK293 TRPC4beta/mu-opioid cells | 300,000 compounds, 0.39% hits | B-score at 10 µM | DAMGO-evoked Fluo4 calcium flux; stronger effect = lower value | Short transient receptor potential channel 4 (Mus musculus), Q9QUQ5;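 active = B-score over 3 SD under the library average, no early fluorescence shift, positive overall ratio signal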
#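 Material: HEK293 cells with stable TRPC4beta plus mu-opioid receptor expression; probe or stimulus: DAMGO in two steps, submaximal then maximal; technique: Fluo4 calcium fluorescence by kinetic imaging, 5 s 1 Hz baseline; measure: integrated fluorescence ratio relative to baseline, converted to per-well B score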
# AI-2 QS modul: Vibrio harveyi AI-2 quorum sensing modulators, primary screen, JMH597 strain, luminescence/OD600 ratio | 300,000 compounds, 0.4% hits | Vibrio harveyi JMH597 AI-2 luminescence/OD600 ratio, 9 h; stronger effect = lower value; strain lacks LuxN and CqsS sensors; 0 = neutral-control median | AID 2094, 2009 | activity change, % at 7.5 µM; in the data active = activity change below about -75%, passing the limit was not always enough;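 note: luminescence divided by OD600 gain over 9 h not by final OD600 alone; inactives centre near 13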
# MrgX1 antag: antagonists of human MrgX1 receptor, primary screen, HEK293 cells, Fluo-4 calcium flux. B-score at 10 µM. Mas-related G-protein coupled receptor member X1 (Homo sapiens), Q96LB2. 310,000 compounds, 1.3% hits. BAM8-22 antagonism; stronger effect = lower value;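 active = calcium-response B-score plate-corrected more than 3 library SD below zero, starting fluorescence within 5 deviations, no agonist response on first addition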;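 note: peak minus trough fluorescence over baseline after final BAM8-22 challenge near maximal dose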
# TRPC6 inh: mouse TRPC6 channel inhibitors, primary screen, cell-based, HEK293, membrane potential dye; Short transient receptor potential channel 6 (Mus musculus), Q61143; ACh-evoked depolarization; stronger effect = lower value; B-score at 10 µM; 310,000 compounds, 1.1% hits; AID 2553, 2010;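 active = B-score under library mean minus 3 SD, initial fluorescence not abnormally high, positive integrated signal ratio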;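 note: B-score derived from integrated fluorescence ratio over the kinetic read; more negative B-score means stronger inhibition of depolarization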
# HIF activator: HIF pathway transcriptional activators, primary screen, cell-based, U2OS HRE-luciferase, luminescence. U2OS HRE-luciferase reporter; normalized: DMSO 0%, desferrioxamine 100%. activation, % at 7.5 µM (by protocol). 300,000 compounds, 0.32% hits. AID 1910, 2009;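 active = mean activation of at least 10% of the iron chelator positive control signal, with at least half of replicates also reaching 10%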
# TRPC6 act: mouse TRPC6 channel activators, primary screen, cell-based, HEK293, membrane potential dye. Short transient receptor potential channel 6 (Mus musculus), Q61143. HEK293-TRPC6 membrane potential dye fluorescence; stronger effect = higher value. B-score at 10 µM. 310,000 compounds, 0.13% hits. AID 2550, 2010;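 active = B-score of the integrated fluorescence ratio above library mean plus 3 SD, and starting fluorescence ratio within library mean plus 5 SD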;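 note: higher score means more depolarization so channel activation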
# MrgX1 agonist: agonists of human MrgX1 receptor, primary screen, HEK293 cells, Fluo-4 calcium flux; Mas-related G-protein coupled receptor member X1 (Homo sapiens), Q96LB2; Fluo-4 calcium fluorescence, agonist mode; stronger effect = higher value; B-score at 10 µM; 310,000 compounds, 0.44% hits; AID 588627, 2011;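 active = calcium response B-score plate-corrected fluorescence ratio at least 3 library SD, with starting fluorescence B-score inside 5 SD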
#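 Assay system: stable human MrgX1 HEK293 cell line. Quantity: 15,000 cells per well. Schedule: cells plated overnight, dye loaded 0.5 h 37 °C, 0.5 h room temperature. Detection: Fluo-4 NW calcium-flux fluorescence, kinetic read. Read-out basis: peak-minus-minimum fluorescence over baseline, converted to B scores. Control set: positive and negative control wells on each plate.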
# TRPC4 agonist: activators of mouse TRPC4 channel, primary screen, Fluo4 calcium, HEK293 TRPC4beta/mu-opioid cells; Short transient receptor potential channel 4 (Mus musculus), Q9QUQ5; Fluo4 calcium fluorescence; stronger effect = higher value; B-score at 10 µM; 310,000 compounds, 0.49% hits; AID 2237, 2010;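 active = B-score above 5 SD of library B-scores, and initial fluorescence ratio not above library mean plus 5 SD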;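 note: positive B-score marks a calcium rise read as TRPC4 activation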
#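 Material: HEK293 stable line with TRPC4beta plus mu-opioid receptor; technique: Fluo4 calcium-sensitive dye fluorescence, kinetic, 1 Hz baseline; timing: Fluo4 dye loading 45 min at room temperature, 110 s recording; controls: assay buffer as low control, maximal DAMGO as high control; read-out: integrated baseline-normalised fluorescence ratio, converted to per-well B score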
# Active calls of the source: *; i = inactive; nt = not tested or not shown. An excerpt; the hit share may differ from the screen's.
SMILES,MrgX1 PAM,TRPC4 potent,PolyA inh,TRPC4 inh,AI-2 QS modul,MrgX1 antag,TRPC6 inh,HIF activator,TRPC6 act,MrgX1 agonist,TRPC4 agonist
COC(=O)CSC1=C(C#N)C(c2ccccc2)CC(=O)N1 (configuration not stated),i,i,i,i,-2,i,i,-0.2,i,i,i
Cc1ccc(Cl)cc1N1CCN(S(=O)(=O)c2c(C)noc2C)CC1,i,i,i,i,14,i,i,1.2,i,i,i
COc1ccc(CNC(=O)Nc2cc(C)ccc2C)cc1,i,i,i,i,8,i,i,0.0,i,i,i
COc1ccc(C(=O)N(C)C2CCN(C)CC2)cc1S(=O)(=O)Nc1cc(Cl)ccc1Cl,i,i,i,i,3,i,i,-0.2,i,i,i
CC(c1ccccc1)C(CC(=O)O)C(=O)NC1CCCCC1 (configuration not stated),i,i,i,i,19,i,i,-0.2,i,i,i
COCCCn1ccc(O)c(Cc2ccc(F)cc2)c1=O,i,i,i,i,18,i,i,-0.3,i,i,i
Cn1c(CNC(=O)c2ccco2)nnc1SCCOc1ccccc1,nt,i,i,i,12,nt,i,0.0,i,nt,i
COc1ccc(F)cc1C(=O)C1CCCN(C(=O)c2ocnc2C)C1 (configuration not stated),i,i,i,i,6,i,i,-0.3,i,i,i
CCOc1nc(C)cc(C)c1S(=O)(=O)c1cccc(C)c1,i,19*,i,i,21,i,i,-0.3,i,i,i
CCOC(=O)N1CCC(NC(=O)c2cc(C(=O)NC3CCCC3)ccc2CO)CC1,i,i,i,i,17,i,i,-0.3,i,i,i
Cc1cccc2c3c([nH]c12)CCNC3,i,i,i,i,20,i,i,-18,i,i,i
Cc1ccc2nc(-c3ccccc3)c(-c3ccccc3)nc2c1,i,i,i,i,6,i,i,-0.2,i,i,i
O=C(CCSCCc1ccccn1)Nc1ccc(Cl)cn1,i,i,i,i,-3,i,i,-0.3,i,i,i
O=C(CN1C(=O)C2C3C=CC(C3)C2C1=O)Nc1nncs1 (configuration not stated),i,i,i,i,7,i,i,-0.2,i,i,i
CCOc1cc(C2C(C(=O)N3CCCCC3)=C(C)NC3=C2C(=O)CC(C)(C)C3)ccc1O (configuration not stated),i,i,i,i,12,i,i,-0.7,i,i,i
COc1ccc2[nH]c3ccc(OC)cc3c2c1,i,i,i,i,8,i,i,1.4,i,i,i
N#Cc1ccc(CSc2nnc3ccccn23)cc1,i,i,i,i,7,i,i,0.5,i,i,i
O=C(CCN1C(=O)/C(=C\c2cccs2)SC1=S)Nc1ccc(C(=O)O)cc1,i,i,i,i,19,i,i,-0.7,i,i,i
O=C(Nc1cc(Sc2nc3ccccc3s2)cc([N+](=O)[O-])c1)c1cccc(F)c1F,i,i,i,i,38,i,i,0.2,i,i,i
CC(=O)n1cc([C@@H]2C=C(C(=O)Nc3ccccc3)O[C@H](OCCCCO)C2)c2ccccc21,i,i,i,i,26,i,i,0.6,i,i,i
Clc1ccccc1-c1nc2ccccc2c2nc3ccccc3n12,i,i,i,i,17,i,i,0.3,i,i,i
CC(C)Oc1ccc(C(=O)NNC(=O)c2ccccc2C(=O)O)cc1,i,i,i,i,-19,i,i,0.0,i,i,i
O=C(OCc1nc(-c2ccccc2)oc1COC(=O)c1ccco1)c1ccco1,i,i,i,i,97,i,i,-0.6,i,i,i
O=C(CSc1nnc(Cn2c(=O)sc3ccccc32)n1-c1ccccc1)NCC1CCCO1 (configuration not stated),i,i,i,i,27,i,i,0.1,i,i,i
CCCCn1c(=NC(=O)c2ccco2)c(C(=O)OCC)cc2c(=O)n3cccc(C)c3nc21,i,i,i,i,20,i,i,0.7,i,i,i
SMILES,MrgX1 PAM,TRPC4 potent,PolyA inh,TRPC4 inh,AI-2 QS modul,MrgX1 antag,TRPC6 inh,HIF activator,TRPC6 act,MrgX1 agonist,TRPC4 agonist
CCOC(=O)c1[nH]c(C)c(C(=O)N2CCN(c3ccc(F)cc3)CC2)c1C,i,i,nt,i,27,i,i,0.2,i,i,i
CCCCOc1ccc(CSC(=N)N)cc1Cl,i,i,i,i,21,i,-6.7*,0.0,i,35*,i
O=[N+]([O-])c1nn(-c2ccccc2)[n+]([O-])c1N1CCN(c2ccccc2)CC1,i,i,i,i,17,i,i,-0.2,i,i,i
O=C1NCCN(Cc2cccc(Oc3ccccc3)c2)C1CC(=O)N1CCCCC1 (configuration not stated),i,i,i,i,40,i,i,-0.5,i,i,i
COc1ccc(/C=C/C(=O)NCc2ccc(F)cc2)cc1S(=O)(=O)N1CCOCC1,i,i,i,i,4,i,i,1.2,i,i,i
O=[N+]([O-])c1ccc(N2CCN(c3ccccc3O)CC2)cc1,i,i,i,i,23,i,i,0.6,i,i,i
CCCCCC(=O)NC(Nc1ccc(S(N)(=O)=O)cc1)C(Cl)(Cl)Cl (configuration not stated),i,i,i,i,11,i,i,-0.1,i,i,i
Nc1ccc2c(c1)CC(=O)c1ccccc1S2,i,i,i,i,4,i,i,-0.1,i,42*,i
CCOC(=O)N1CCC(NCCNC(=O)c2ccc(Cl)cc2)CC1,i,i,i,i,29,i,i,-0.2,i,i,i
Cc1cc(C=O)c(C)n1-c1ccc(N2CCCCC2)c([N+](=O)[O-])c1,i,i,i,i,13,i,i,-0.1,i,i,i
CCOc1ccc(CNC(=O)CN2C(=O)C(c3ccccc3)Oc3cccnc32)cc1 (configuration not stated),i,i,i,i,22,i,i,-0.6,i,i,i
CCCCn1nc(C(=O)OCC(=O)Nc2sccc2C(N)=O)c2ccccc2c1=O,i,i,i,i,10,i,i,-0.1,i,i,i
CCOC(=O)C(C(=O)c1ccccc1)C1CC(C)NC(=S)N1 (configuration not stated),i,i,nt,i,5,i,i,-0.2,i,i,i
O=C(Cn1cnc2scc(-c3ccc(F)cc3)c2c1=O)N1CCOCC1,i,i,i,i,12,i,i,-0.4,i,i,i
CC/C(=N/Nc1cccc(Cl)c1)c1cnnc(SC)n1,i,i,i,i,13,i,i,0.3,i,i,i
O=C(Cn1cc(S(=O)(=O)N2CCCC2)c(S(=O)(=O)N2CCCC2)c1)NCc1ccco1,i,i,i,i,30,i,i,-0.2,i,i,i
O=C(CN(Cc1ccccc1Cl)C(=O)c1csnn1)NCCc1ccccc1,i,i,i,i,36,i,i,0.0,i,i,i
O=C(NCc1ccccn1)/C(=N/O)c1ccccc1,i,i,i,i,15,i,i,0.1,i,i,i
CCCC(=O)C1=C(O)C(c2cccc(Oc3ccccc3)c2)CCC1=O (configuration not stated),i,i,i,i,27,i,i,0.1,i,i,i
O=C(COc1ccc(Br)cc1)N1CCOCC1,i,i,i,i,11,i,i,-1.4,i,i,i
O=C(CC(=O)N/N=C/c1ccc(F)cc1)N/N=C/c1ccc(F)cc1,i,i,i,i,0,i,i,0.2,i,i,i
COc1ccc(S(N)(=O)=O)cc1C(=O)OCCCOc1ccc(F)cc1,i,i,i,i,-2,i,i,0.1,i,i,i
Cc1nccn1CCc1nc(N)nc(N)n1,i,i,i,i,37,i,i,-0.3,i,i,i
Cc1nn(C)c(C)c1CCC(=O)N1CCCC(N2CCN(c3ccc(F)cc3)CC2)C1 (configuration not stated),i,i,i,i,-7,i,i,0.0,i,i,i
CC(=O)Nc1cc2c(cc1NC(=O)Cn1nc(-c3ccc(F)cc3)ccc1=O)OCCO2,i,i,i,i,-7,i,i,0.1,i,i,i
SMILES,MrgX1 PAM,TRPC4 potent,PolyA inh,TRPC4 inh,AI-2 QS modul,MrgX1 antag,TRPC6 inh,HIF activator,TRPC6 act,MrgX1 agonist,TRPC4 agonist
NC(=O)c1ccc(NC(=O)C2CCCO2)cc1 (configuration not stated),i,i,i,i,10,-5.9*,i,-0.4,i,i,i
C=CCN(c1ccccc1)S(=O)(=O)c1cccc(C(=O)Oc2ccc3c(C)cc(=O)oc3c2)c1,i,i,i,i,16,i,i,-2.2,i,i,i
Cc1cccc(NC(=O)Nc2cnccn2)c1C,i,i,i,i,12,i,i,0.4,i,i,i
Cc1cccc(C)c1NC(=S)N(C)CCc1ccccn1,i,i,i,i,6,i,i,-0.1,i,i,i
COc1ccccc1CC(=O)NNS(=O)(=O)c1ccccc1[N+](=O)[O-],i,i,i,i,22,i,i,-0.4,i,i,i
Cc1ccc(C(C(=O)NCC2CCCO2)N(Cc2ccccc2F)C(=O)Cn2nnc(-c3cccs3)n2)cc1 (configuration not stated),i,i,i,i,14,i,i,-2.5,i,i,i
COc1cc(Sc2ccc(C)cc2)c(OC)cc1N,i,i,i,i,33,i,i,-0.2,i,i,i
COc1ccc(S(=O)(=O)Nc2cccc(NC(C)=O)c2)cc1,i,i,i,i,13,i,i,-0.4,i,i,i
CC(=O)Nc1cc(C(=O)NCCN2CCN(Cc3ccccc3)CC2)ccc1Sc1ccc(C)cc1,i,i,i,i,0,i,i,0.6,i,i,i
CCc1cccc(NC(=S)N(CCOC)C2CCN(C(C)=O)CC2)c1,i,i,i,i,22,i,i,1.3,i,i,i
CC1(C)Cc2c(sc(NC(=O)Cc3ccccc3)c2C#N)CO1,i,i,i,i,7,i,i,-0.1,i,i,i
CCCc1cc(=O)oc2c(C)c(O)c(CN3CCCCC3)cc12,i,i,i,i,16,i,-5.6*,-0.2,i,i,i
Nc1nonc1-c1nc2ccccc2n1Cc1ccccc1,i,i,i,i,nt,i,i,0.2,i,i,i
COc1cc(OC)cc(C(=O)NCc2ccc3c(c2)cc(C)n3C)c1,i,i,i,i,31,i,i,-0.2,i,i,i
